Jurkat NFkB inh – lowers PMA/ionomycin-induced NF-kB signal in Jurkat cells; PMA/ionomycin-induced NF-kB luciferase reporter, luminescence; inhibition, % at 4 µM; 330,000 tested, 0.53% active; AID 435003; in the data active means inhibition above about 50%
APJ antagonist – antagonists of human APJ apelin receptor. CHO-K1 APJ beta-arrestin complementation, luminescence. inhibition, % at 20 µM. 330,000 tested, 0.32% active;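 active means inhibition above about 40% at 20 µM, limit read from the data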;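 further: cells challenged with 10 nM apelin-13 agonist together with compound; plate controls were apelin-13 plus DMSO wells for no effect and DMSO wells lacking apelin-13 for full effect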
Target sequence (P35414 whole entry, looked up): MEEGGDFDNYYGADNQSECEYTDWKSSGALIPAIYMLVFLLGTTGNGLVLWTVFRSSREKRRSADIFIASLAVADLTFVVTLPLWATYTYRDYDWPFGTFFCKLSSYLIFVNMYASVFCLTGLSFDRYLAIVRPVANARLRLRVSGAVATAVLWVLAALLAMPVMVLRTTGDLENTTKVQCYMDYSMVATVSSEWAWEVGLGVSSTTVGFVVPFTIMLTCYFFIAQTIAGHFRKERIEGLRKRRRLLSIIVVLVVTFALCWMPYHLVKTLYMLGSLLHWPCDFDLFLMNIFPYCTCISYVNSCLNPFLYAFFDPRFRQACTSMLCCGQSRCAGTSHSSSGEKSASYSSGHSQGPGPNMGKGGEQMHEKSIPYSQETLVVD
697 NFkB inh – lowers PMA/ionomycin-induced NF-kB signal in 697 B cells; 330,000 tested, 0.33% active; AID 435022; inhibition, % at 4 µM; 697 B-cell NF-kB luciferase reporter, 16 h; in the data active means inhibition above about 35%
CXCR6 block – inhibitors of human CXCR6 receptor; O00574; CHO-K1 PathHunter CXCR6 beta-arrestin, luminescence; 360,000 tested, 0.36% active; inhibition, % at 20 µM; in the data active means inhibition above about 34%, passing the limit was not always enough;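 further: antagonist mode with CXCL16 agonist at 10 nM final; 0% = 10 nM CXCL16 with DMSO and 100% = unstimulated wells without agonist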
Target sequence (O00574 whole entry, looked up): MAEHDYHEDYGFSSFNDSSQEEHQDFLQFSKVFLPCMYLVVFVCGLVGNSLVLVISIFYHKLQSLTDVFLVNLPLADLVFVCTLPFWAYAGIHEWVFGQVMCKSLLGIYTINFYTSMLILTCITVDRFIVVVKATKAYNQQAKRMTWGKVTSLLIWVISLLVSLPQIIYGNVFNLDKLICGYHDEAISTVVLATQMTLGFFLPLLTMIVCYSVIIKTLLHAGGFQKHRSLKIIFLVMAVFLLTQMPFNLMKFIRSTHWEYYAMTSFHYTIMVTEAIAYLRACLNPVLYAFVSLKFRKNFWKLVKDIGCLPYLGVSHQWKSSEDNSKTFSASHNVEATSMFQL
CCR6 antagonist – blocks CCL20-driven beta-arrestin recruitment at human CCR6. inhibition, % at 20 µM. P51684. CHO-K1 CCR6 PathHunter beta-arrestin, luminescence, CCL20-stimulated. 340,000 tested, 0.49% active;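 active means compounds whose inhibition of the agonist-driven luminescence signal at 20 µM reaches about 50%, limit read from the data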;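 further: cells stimulated with CCL20 at 14 nM final; plate controls were DMSO with CCL20 for no effect and DMSO without agonist for full effect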
EBI2 antag – EBI2 (human) antagonism. AID 651636. 360,000 tested, 0.81% active. inhibition, % at 5 µM. EBI2 beta-arrestin recruitment, luminescence, 7a,25-OHC stimulated. P32249; in the data active means inhibition above about 38%;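 further: enzyme fragment complementation signal reports receptor beta-arrestin coupling in cells; 0% = agonist plus DMSO wells and 100% = wells without agonist; some results beyond the cut were filed as inactive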
Gli-Sufu block – blocks Gli-Sufu signaling in a luciferase reporter; Sufu-KO-LIGHT fibroblasts, Gli luciferase reporter luminescence; 340,000 tested, 0.74% active; AID 588413; inhibition, % at 5 µM;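 active means inhibition above about 55%, limit read from the data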;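 further: 0% = DMSO-treated cells and 100% = wells with medium but no cells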
UBC13 polyUb – inhibitors of human UBC13 polyubiquitin chain formation; P61088; TR-FRET; inhibition, % at 20 µM; 330,000 tested, 0.47% active; AID 485273; in the data active means inhibition above about 45%, passing the limit was not always enough
Target sequence (P61088 whole entry, looked up): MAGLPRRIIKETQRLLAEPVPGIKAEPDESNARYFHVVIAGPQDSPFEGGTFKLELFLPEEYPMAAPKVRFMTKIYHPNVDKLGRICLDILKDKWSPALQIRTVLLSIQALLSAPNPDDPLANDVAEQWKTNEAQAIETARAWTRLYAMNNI
Starred values were filed as active, the others as inactive; . = no result given.

nr	SMILES	Jurkat NFkB inh	APJ antagonist	697 NFkB inh	CXCR6 block	CCR6 antagonist	EBI2 antag	Gli-Sufu block	UBC13 polyUb
1	Cc1cccc(N(C)C(=O)c2cc3c(=O)[nH]c4ccc(C)cc4c3s2)c1	65*	15	-64	-2	-10	12	-11	-8
2	Cc1cccc(Nc2nnc(SCC(=O)Nc3ncc(C(F)(F)F)cc3Cl)s2)c1C	0	-13	-2	-11	9	1	9	0
3	COC(=O)c1sc2nc(SCc3cccc(Cl)c3)n(N)c(=O)c2c1C	14	3	-3	2	4	-5	-1	8
4	COc1cccc(/C=N/n2nnnc2N)c1O	-5	1	1	-2	2	-6	2	-3
5	CN(Cc1cnccn1)Cc1ccccc1OCC(O)CN1CCc2ccccc2C1 (stereo unspecified)	9	-8	19	1	6	-3	20	23
6	CCCN(C(=O)c1cccs1)c1nnc(-c2ccncc2)s1	-6	-6	-49	14	0	8	-23	7
7	CC(=O)Cc1nsc(Nc2ccc(F)cc2)n1	-13	-4	-19	-7	-3	-10	1	-8
8	Cc1cc(C)nc(SCCCn2c(=O)[nH]c3ccccc32)n1	15	10	14	1	-7	-12	3	8
9	O=C(NC1CCN(S(=O)(=O)c2ccccc2F)CC1)c1ccco1	-18	-4	-4	1	3	4	-19	2
10	C[C@@H]1C=C(C(=O)N2CCN(C)CC2)O[C@H](OCc2ccc(CO)cc2)C1	5	11	0	-4	-7	0	11	-13
11	CC1CN(C(=O)c2ccc(S(=O)(=O)Nc3ccccc3F)cc2)CC(C)O1 (stereo unspecified)	9	3	10	-10	-13	-2	3	0
12	Cn1c(Cc2cccc3ccccc23)nnc1SCC(=O)N1CCN(c2cccc(Cl)c2)CC1	16	6	-45	2	17	4	-20	6
13	COc1ccc(N=C2SC(CC(=O)Nc3ccccc3)C(=O)N2Cc2ccccn2)cc1 (stereo unspecified)	1	-8	13	-3	-10	-11	0	12
14	Cc1ccc(S(=O)(=O)N(C)C)cc1NC(=O)COC(=O)CCC(=O)c1ccc(F)cc1	7	0	-2	-3	9	-17	19	10
15	COc1ccc(N(CC(=O)NCCSc2ccc(C)cc2)S(=O)(=O)c2ccccc2)c(OC)c1	1	5	-8	1	1	81*	18	-2
16	O=C(/C=C\c1ccco1)Oc1cccc2cccnc12	10	-5	-4	-2	14	-1	6	-31
17	CCC(=O)NC(c1ccco1)c1cc(Cl)c2cccnc2c1O (stereo unspecified)	-2	3	1	16	43	4	0	-22
18	O=C1COc2ccc(C(=O)COC(=O)Cc3ccc(F)cc3)cc2N1	9	-7	-25	5	4	1	-17	-8
19	CCOC(=O)N1CCN(Cc2nnc(-c3cccc(Br)c3)o2)CC1	2	-4	6	5	4	-4	-3	3
20	Cc1ccc(NCc2nc3ccccc3n2C)cc1	-105	-11	-110	-13	6	8	-63	4
21	Cc1cccc(C)c1OCc1cc(C(=O)N(Cc2c(C)nn(C)c2C)C2CC2)no1	20	6	-58	-3	14	-1	44	-2
22	CN(C)S(=O)(=O)c1cccc(NC(=O)CN2C(=O)NC3(CCc4ccccc4C3)C2=O)c1 (stereo unspecified)	-15	-9	7	7	0	1	17	0
23	O=C(N/N=C/c1ccc([N+](=O)[O-])cc1)c1cnccn1	-15	-1	-21	.	-17	.	-4	-16
24	C1=C(CCNCC2CC2)CCCC1	0	41*	19	2	-10	0	7	4
25	COCCCn1cnnc1SCc1nc2sc(C(C)=O)c(C)c2c(=O)[nH]1	2	3	20	3	6	0	7	-4
26	O=C(CCn1nc(-c2ccc(Cl)cc2)ccc1=O)NCCCN1CCCCCC1	-17	0	3	-6	12	-24	1	17
27	CCSc1nnc(-c2cccnc2)n1-c1ccc(C)c(Cl)c1	19	-12	-12	-3	1	4	3	2
28	CCn1ccc(C(=O)Oc2ccc(C(C)C)cc2)n1	-5	-2	10	1	6	-9	2	5
29	O=C(O)C1CCCN1S(=O)(=O)c1cccc(S(=O)(=O)N2CCCC2C(=O)O)c1 (stereo unspecified)	8	7	12	-4	6	-10	1	-8
30	CSCCCN1CCC(n2nccc2NC(=O)CCCc2ccccc2)CC1	9	11	4	-4	-8	0	44	-4

5 entries from above, sorted by molar mass, falling.
nr	SMILES	Jurkat NFkB inh	APJ antagonist	697 NFkB inh	CXCR6 block	CCR6 antagonist	EBI2 antag	Gli-Sufu block	UBC13 polyUb
12	Cn1c(Cc2cccc3ccccc23)nnc1SCC(=O)N1CCN(c2cccc(Cl)c2)CC1	16	6	-45	2	17	4	-20	6
29	O=C(O)C1CCCN1S(=O)(=O)c1cccc(S(=O)(=O)N2CCCC2C(=O)O)c1 (stereo unspecified)	8	7	12	-4	6	-10	1	-8
10	C[C@@H]1C=C(C(=O)N2CCN(C)CC2)O[C@H](OCc2ccc(CO)cc2)C1	5	11	0	-4	-7	0	11	-13
18	O=C1COc2ccc(C(=O)COC(=O)Cc3ccc(F)cc3)cc2N1	9	-7	-25	5	4	1	-17	-8
20	Cc1ccc(NCc2nc3ccccc3n2C)cc1	-105	-11	-110	-13	6	8	-63	4

Carrying on.
nr	SMILES	Jurkat NFkB inh	APJ antagonist	697 NFkB inh	CXCR6 block	CCR6 antagonist	EBI2 antag	Gli-Sufu block	UBC13 polyUb
31	CC1(c2ccc(Cl)cc2Cl)NC(=O)N(CC(=O)NC2CCCCC2)C1=O (stereo unspecified)	9	10	18	3	-3	1	4	6
32	COc1ccc(C2CC(=O)C=C(NCc3ccccc3)C2)cc1 (stereo unspecified)	36	2	-1	4	8	8	1	10
33	COn1c(SCc2ccc(C)cc2C)nc2ccccc2c1=O	8	-21	-69	3	14	-13	7	-18
34	Cc1ccc(-c2cc(N)on2)cc1	-10	3	-1	6	2	-6	-23	17
35	Cc1nc2c(-c3ccccc3)c[nH]n2c(=O)c1Cc1ccccc1	-44	2	-76	19	31	8	-28	4
36	Cc1cc(=O)oc(C)c1C(=O)Nc1ccc2ncccc2c1	-2	0	34	-7	2	-11	5	6
37	O=C(Nc1ccc(Cl)cc1)/C(=C1\CCCN1)[N+](=O)[O-]	-53	-2	-45	1	12	-3	10	1
38	CCOc1nc2ccccc2cc1C=O	8	-1	10	5	-13	-21	-15	0
39	Cc1ccc(C)c(OCCSc2nnc(C)c(=O)[nH]2)c1	-1	11	24	0	-2	-1	7	-6
40	Cc1ccc(OCc2cnc(Cl)s2)c(C)c1	-16	-6	-27	-6	-8	-1	-31	0
41	COc1ccc2c(c1)CC[C@@H]1[C@@H]2CC[C@]2(C)[C@@H](C(=O)O)C[C@@H]12	8	5	-7	-10	-3	-9	3	0
42	CC(C)CCn1c(Oc2ccc(Cl)cc2)nc2c1c(=O)n(C)c(=O)n2C	10	6	10	9	22	10	-21	2
43	CNC(=S)N/N=C/c1ccccc1OCC(=O)O	5	-7	7	0	-6	-9	-5	-6
44	CCOc1ncccc1C(=O)OCC(=O)NCc1ccc(C(=O)OC)cc1	20	2	-16	9	11	5	-9	-4
45	COc1ccc(C(=O)N2CCOCC2)cc1Br	-14	-6	-5	-1	-1	2	2	-6
46	Cc1nc2cc(F)ccc2n1C1CCN(C(=O)c2c(F)cccc2F)CC1	29	3	0	0	-11	-4	30	7
47	COc1ccc(OCC(O)CNS(=O)(=O)c2ccc(NC(C)=O)cc2)cc1 (stereo unspecified)	-6	12	-11	-8	0	13	-4	0
48	COc1ccc(S(=O)(=O)N2Cc3ccccc3CC2C(=O)O)cc1OC (stereo unspecified)	-1	2	15	-7	1	-9	0	-5
49	O=C(CCN1C(=O)C2C3CCC(C3)C2C1=O)Nc1ccc(Cl)cc1Cl (stereo unspecified)	-18	-3	-9	7	16	-10	18	-1
50	CCC(=O)NC(=S)Nc1ccc(N2CCOCC2)cc1	-10	9	-2	-2	2	-2	-40	-1
51	CC(CNC(=O)CCS(=O)(=O)c1ccc2c(c1)NC(=O)CO2)c1ccccc1 (stereo unspecified)	22	18	-20	9	-5	-5	24	-2
52	COc1c(Cl)ccc(Cl)c1C(=O)NC(=S)N1CCOCC1	4	5	-4	0	2	-5	-8	9
53	O=C(CSc1nc2ccccc2c(=O)n1Cc1ccco1)NCc1ccccc1	2	18	5	2	5	5	6	4
54	COc1cccc(CN(C)C(=O)c2cccc(S(=O)(=O)NCc3ccccc3)c2)c1OC	10	9	-6	-7	15	5	2	-2
55	CC(C)CNC(=O)c1cc(-c2ccc(Cl)c(Cl)c2)on1	-62	-7	-53	-2	-5	1	-56	-1
56	CCCCC(=O)NC(=S)Nc1ccccc1C(=O)Nc1ccccc1	-2	27	14	51*	54*	15	-1	6
57	CC(OC(=O)COc1ccc(Nc2ccccc2)cc1)C(=O)N(C)c1ccccc1 (stereo unspecified)	-2	2	-6	-14	-2	13	-17	-9
58	COc1ccccc1S(=O)(=O)Cc1ccc(C(=O)NCCN2CCCC2)o1	-3	-10	7	4	-3	-7	12	-1
59	Cc1ccc(S(=O)(=O)N2CCN(C(=O)Cc3sc(C)nc3-c3ccc(F)cc3)CC2)c(C)c1	1	7	2	0	14	16	8	-6
60	COc1ccc(OC)c(NC(=O)COC(=O)CC2CCCCC2)c1	-5	8	-13	-2	16	-3	6	3

Going on with the list:
nr	SMILES	Jurkat NFkB inh	APJ antagonist	697 NFkB inh	CXCR6 block	CCR6 antagonist	EBI2 antag	Gli-Sufu block	UBC13 polyUb
61	CC1CN(C(=O)c2cccs2)CCN1C(=O)c1cccs1 (stereo unspecified)	-1	9	-13	7	-7	4	-3	-4
62	CCCN1C/C(=C/c2cccc([N+](=O)[O-])c2)C(=O)/C(=C/c2cccc([N+](=O)[O-])c2)C1	.	.	.	25	38	29	0	.
63	CCC(C)NC(=O)COC(=O)c1csc2c1CCCC2 (stereo unspecified)	-22	9	7	-1	6	6	-5	2
64	O=C(/C=C/c1ccc(Cl)c([N+](=O)[O-])c1)c1cccnc1	12	20	16	39	50	26	2	17
65	O=C1N=c2ccccc2=C1c1c(O)[nH]c2c(C(F)(F)F)cccc12	9	-24	-6	-8	5	-25	4	-10
66	CN(c1ccc(C(=O)NCCCn2ccnc2)cc1)S(C)(=O)=O	-7	7	-3	-10	1	-14	-1	6
67	Cc1cccc(Cn2c(SCC(=O)Nc3ccccc3)nc3c2c(=O)[nH]c(=O)n3C)c1	5	8	6	3	8	7	5	-1
68	COc1cc(NC(=O)c2cnn3c(C)cc(C)nc23)c(OC)cc1Cl	.	.	.	11	9	-2	-13	.
69	Clc1ccc(-n2ncc3c(NCc4ccccn4)ncnc32)cc1	-50	-4	-52	-3	8	-22	-65	3
70	COCC(=O)Nc1ccc2c(c1)OCC(=O)N2Cc1ccccc1F	1	11	18	5	4	-2	-1	-2
71	Cc1ccc(CN2CC(C(=O)Nc3nnc(SCc4c(Cl)cccc4Cl)s3)CC2=O)cc1 (stereo unspecified)	-3	2	4	1	9	-2	-3	-15
72	CCCCn1c(CNC(=O)c2cccs2)nc2ccccc21	2	7	-9	3	10	0	3	6
73	O=C(Cn1nnc(-c2ccc(F)cc2)n1)Nc1ccc2c(c1)OCCO2	-14	4	16	0	2	-11	-2	1
74	CC(=O)N(c1cccc(Br)c1)C1C=CS(=O)(=O)C1 (stereo unspecified)	7	12	6	2	7	-7	-2	-2
75	CC1CN(C(=O)/C(C#N)=C2\N=C(NC(=O)c3ccc(F)cc3)c3ccccc32)CC(C)O1 (stereo unspecified)	2	-19	12	-35	14	-12	4	-10
76	CCc1nnc(NC(=O)C2Cc3ccccc3CN2S(=O)(=O)CC)s1 (stereo unspecified)	-26	9	10	4	7	-7	0	-8
77	Cc1cc(C)nc(NS(=O)(=O)c2ccc(NC(=O)CN3C(=O)C4CC=CCC4C3=O)cc2)n1 (stereo unspecified)	0	6	0	-6	-8	6	1	-3
78	C=CCOCCN(CCOCC=C)C1=NS(=O)(=O)c2ccccc21	-14	4	-2	-3	14	-8	-1	4
79	CN(Cc1nc2ccccc2[nH]1)Cc1nc(CC2CC2)no1	-10	-1	8	3	-1	-8	4	-2
80	CCOc1nc(-c2ccccc2)ccc1-c1noc(-c2ccco2)n1	-9	-21	-1	1	-13	30	-2	4
81	COc1ccc2[nH]c(C)cc(=O)c2c1	10	7	22	6	-18	-6	-3	10
82	Cc1ccc(NC(=O)CCNC(=O)c2ccccc2Cl)cc1S(=O)(=O)N(C)C	35	3	1	0	21	-3	2	1
83	COc1cc(-c2nc(S(=O)(=O)c3ccc(Cl)cc3)c(N(C)C)o2)cc(OC)c1OC	-5	-5	20	-3	26	-3	8	0

High-throughput results (PubChem)
